Vif-APOBEC3F blk: Vif-A3F binding inhibition | HeLa A3F-eYFP + Vif (tagged APOBEC3F with the HIV-1 protein that degrades it), YFP fluorescence increase | Potency, µM (highest dose often 46.1 µM), without a hit: at the top dose activity, negative = active | hit rate 0.2% among 390,000 | AID 602313; note: potency is the fitted concentration of half-maximal effect; % of control where 0% means no effect; nearly all actives have a fitted effect of over 65% in size
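HeLa cells stably expressing A3F-eYFP plus Vif, plated and incubated overnight at 37 deg C, then exposed to compounds overnight at 37 deg C. Blocked degradation read as raised yellow fluorescence (Ex 488/Em 500-530).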
D2 antag: antagonizes the human D2 dopamine receptor. P14416. HEK293 TREx D2 cells, calcium flux, dopamine EC80. inhibition, % at 10 µM. hit rate 2% among 340,000. AID 485344; in the data active = inhibition above about 30%; note: 0% is about no effect
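Read-out: kinetic calcium fluorescence (1 cycle/s) in inducible HEK293 T-REx D2 cells after an EC80 dopamine addition that followed 180 s compound preincubation. Loss of the dopamine response indicates antagonism.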
ALOX12 inh: ALOX12 (human) lipoxygenase inhibition | purified 12hLO, xylenol orange hydroperoxide absorbance | hit rate 1.1% among 580,000 | Potency, µM (series often up to 108 µM), inactives show at the highest dose activity change, negative = inhibition, most hits filed as inhibitors; note: potency is the fitted concentration of half-maximal effect; % is set by controls: 0 for no effect and ±100 for the full control effect
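Hydroperoxide product was detected by ferrous iron/xylenol orange as the 573 to 405 nm absorbance ratio. Arachidonic acid at 40 uM (final) was turned over for 30 min at room temperature by 150 nM human 12hLO, pH 7.0 Hepes buffer, after 15 min compound preincubation.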
RGS4 inhibitor: blocks human RGS4-accelerated GTP hydrolysis. hit rate 0.039% among 390,000. Potency, µM (highest dose often 114 µM), for inactives: top-dose activity change, negative = inhibition, usual class: inhibitors. Transcreener GDP fluorescence polarization, RGS4-accelerated GTP hydrolysis. AID 504845. P49798; note: potency is the fitted concentration of half-maximal effect; % is set by controls: 0 for no effect and ±100 for the full control effect; nearly all actives have a fitted effect of over 75% in size; some results filed as inactive show a strong effect at the top dose
Target sequence (P49798 whole entry, looked up): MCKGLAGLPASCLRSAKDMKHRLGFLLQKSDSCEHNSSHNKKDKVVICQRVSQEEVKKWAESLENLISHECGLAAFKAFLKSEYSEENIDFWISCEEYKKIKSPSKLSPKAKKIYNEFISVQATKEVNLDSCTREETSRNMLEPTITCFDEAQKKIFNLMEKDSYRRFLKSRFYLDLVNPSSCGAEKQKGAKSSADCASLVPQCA
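MLSMR compounds (23 nl, pin-transferred) preincubated 10 min at room temperature with a 500nM (2x) first reagent, then RGS4 at 900nM (2x) plus Transcreener GDP mix added; fluorescence polarization (620/688 nm) read before and after 90 min at 30 °C.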
LDHA block: blocks human lactate dehydrogenase A; P00338; purified LDHA, NADH/diaphorase-resazurin fluorescence; active compounds read low; activity change, % (values are at about 110 or 230 µM); hit rate 0.15% among 480,000; AID 1347041; in the data active = activity change below about -30%; inconclusive = mostly about -25% to -30%;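 note: plate controls were DMSO wells for no effect and wells without enzyme for full effect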
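Remaining NADH was detected by diaphorase (0.133 mg/mL) converting 37 µM resazurin to fluorescent resorufin, read at 0 and 20 minutes. The preceding 5-minute room-temperature reaction used 2 nM LDHA, 0.2 mM sodium pyruvate and 0.06 mM NADH at pH 7.4.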
ERG Ets-DNA blk: inhibitors of human ERG Ets domain-DNA interaction. Potency, µM (doses to about 76.9 µM), for inactives: at the top dose FP activity, negative = inhibition, actives largely listed as inhibitors. AID 624246. hit rate 0.028% among 370,000. P11308. fluorescence polarization, His-ERG Ets domain / labelled DNA; active = well fitted inhibition curve with a large enough effect in the polarisation, with a control signal flat; inconclusive = small, poorly fitted or top-dose-only effect, or effect the other way, or a change in a side signal; inactive = no such curve, though single readings can be large or run the other way; the % refers to the polarisation;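 note: polarization taken with two DNA probes labelled with fluorescein and Texas red; potency is the fitted concentration of half-maximal effect; % of control where 0% means no effect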
Target sequence (P11308 whole entry, looked up, the tested form may be a part): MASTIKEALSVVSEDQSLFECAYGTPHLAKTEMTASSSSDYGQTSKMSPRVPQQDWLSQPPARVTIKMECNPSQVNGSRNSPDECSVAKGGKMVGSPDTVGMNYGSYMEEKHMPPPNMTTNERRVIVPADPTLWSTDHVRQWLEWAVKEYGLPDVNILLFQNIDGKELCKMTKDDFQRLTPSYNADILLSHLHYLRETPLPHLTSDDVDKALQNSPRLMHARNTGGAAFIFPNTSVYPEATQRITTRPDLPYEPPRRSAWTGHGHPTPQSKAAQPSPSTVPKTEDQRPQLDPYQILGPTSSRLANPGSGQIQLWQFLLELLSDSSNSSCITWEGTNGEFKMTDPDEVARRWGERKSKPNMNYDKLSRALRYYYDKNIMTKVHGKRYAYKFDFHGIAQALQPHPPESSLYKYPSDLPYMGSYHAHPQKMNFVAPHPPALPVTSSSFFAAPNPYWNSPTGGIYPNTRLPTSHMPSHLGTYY
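His-tagged ERG Ets domain (1 uM in the protein solution; 300mM KCl, 50mM Tris-HCl, 1mM EDTA, 1mM DTT, pH 7.5) received compound, then a probe mix of 5 nM fluorescein-DNA and 100nM Texas-615-DNA. Fluorescence polarization was read for both dyes.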
Vif-A3G inh: inhibitors of Vif-APOBEC3G interaction | AID 602310 | Potency, µM (series often up to 46.1 µM), for the others: at the top dose activity, negative = active, most hits filed as inhibitors | HeLa A3G-eYFP + Vif (tagged APOBEC3G with the HIV-1 protein that degrades it), YFP fluorescence, overnight | hit rate 0.076% among 410,000;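 note: potency is the fitted concentration of half-maximal effect; % is set by controls: 0 for no effect and ±100 for the full control effect; nearly all actives have a fitted effect of over 60% in size; hits raise eYFP signal because A3G escapes Vif-driven loss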
Target sequence (Q9HC16 whole entry, looked up): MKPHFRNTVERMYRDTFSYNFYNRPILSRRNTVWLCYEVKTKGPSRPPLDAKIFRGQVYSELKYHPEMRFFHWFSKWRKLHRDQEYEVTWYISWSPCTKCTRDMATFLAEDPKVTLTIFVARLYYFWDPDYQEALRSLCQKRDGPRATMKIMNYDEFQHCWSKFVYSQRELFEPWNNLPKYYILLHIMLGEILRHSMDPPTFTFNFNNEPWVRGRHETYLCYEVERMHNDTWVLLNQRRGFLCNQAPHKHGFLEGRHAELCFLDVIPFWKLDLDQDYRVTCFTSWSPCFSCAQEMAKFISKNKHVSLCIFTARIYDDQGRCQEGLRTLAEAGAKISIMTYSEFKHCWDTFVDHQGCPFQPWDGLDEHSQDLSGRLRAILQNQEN
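Read-out is eYFP fluorescence (Ex 488/Em 500-530) from Vif-expressing HeLa A3G-eYFP cells; more signal means A3G escaped Vif-mediated degradation. Cells plated overnight, compound pinned in, incubated overnight at 37 deg C.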
GRP78 ERSR act: inducers of ER stress response in human glioma cells. U87-MG GRP78 promoter luciferase reporter, 16 h. Potency, µM, for the others: at the highest dose activation, hits mostly activators. hit rate 0.02% among 420,000. AID 602332; note: potency is the fitted concentration of half-maximal effect; series mostly up to about 76 µM; % of control where 0% means no effect; nearly all actives have a fitted effect of over 35% in size
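Stably transfected U87-MG glioma cells carrying a GRP78-based luciferase sensor; 16 h compound incubation. Luminescence end-point read 10 min after Bright-Glo addition at room temperature.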
D2 ag: agonists of human D2 dopamine receptor. hit rate 0.53% among 340,000. HEK293 T-REx D2 cells, calcium flux agonist mode. P14416. activation, % at 2 µM;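 active = activation over 3 SD above normal in the single-dose calcium agonist read, cut at about 30% in these data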; note: 0% is about no effect
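Agonism scored from kinetic calcium signal (1 read/sec, 180 s) following compound pin transfer, after a 10 s baseline. Cells: HEK293 Trex line expressing inducible D2 receptor coupled to calcium, dye-loaded after overnight culture at 30 C.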
* = called active by the depositor; ? = inconclusive; . = no result given; & = joins results of further samples; [ ] = remark or other dose. Unless noted, calls come from the whole dose curve; as a rule, active = well fitted curve in the direction sought with a large enough effect; inconclusive = small, poorly fitted or top-dose-only effect, or another doubt; inactive = no such curve, though single readings can be large; an effect the other way counts as inactive or inconclusive. An excerpt; the hit share may differ from the screen's.

Results follow in this order: Vif-APOBEC3F blk	D2 antag	ALOX12 inh	RGS4 inhibitor	LDHA block	ERG Ets-DNA blk	Vif-A3G inh	GRP78 ERSR act	D2 ag
[1] CSc1ncccc1C(=O)OCC(=O)C(C)(C)C
 : 8%	-12	?	-14%	-8	0%	5%	-2%	1.0
[2] Cc1nn(-c2ccccc2)c(C)c1NC(=O)COC(=O)CC(C)c1ccccc1 (centres undefined)
 : -15%	-4	-16%	-3%	0	-1%	-1%	2%	0.3
[3] O=C1c2ccccc2CC1Sc1nnc(-c2ccccn2)o1 (centres undefined)
 : -14%	.	1%	-30%	0	4%	-7%	3%	.
[4] Cc1ccc(CCNS(=O)(=O)c2ccc3c(c2)C(C)(C)C(=O)N3C)cc1
 : 0%	-2	-6%	3%	4	15%	0%	2%	-0.5
[5] COc1ccc(NC(=O)c2ccc3c(c2)S(=O)(=O)N=C2CCCCCN23)cc1S(N)(=O)=O
 : 0%	.	28%	5%	-3	8%	0%	-4%	.
[6] Cc1nn(C(=O)c2cccc([N+](=O)[O-])c2)c(C)c1Br
 : -11%	-7	17%	-21%[56.9 µM]	-5	-8%	-2%	-1%	-0.1
[7] CSCC[C@H](NC(=O)[C@H](Cc1ccccc1)n1c(=O)[nH]c2ccccc2c1=O)C(=O)NCC1CCC(C(=O)O)CC1 (some centres undefined)
 : -9%	.	23%	2%	-4	1%	-3%	-3%	.
[8] O=C(CC1C(=O)NCCN1C(=O)Nc1ccc(F)cc1)Nc1ccc(F)cc1 (centres undefined)
 : -9%	-6	42%[activator]	1%	-4	18%	0%	-3%	-0.1
[9] COCCn1c(SCC(=O)Nc2cc(C)on2)nnc1-c1c[nH]c2ccccc12
 : -4%	-12	34%[activator]	-2%	-7	-4%	-4%	-3%	0.1
[10] CCOCC(O)CS(=O)(=O)c1ccccn1 (centres undefined)
 : -5%	-9	9%	-20%	-11	-2%	1%	-5%	0.4
[11] O=C(CCS(=O)(=O)c1cc2c3c(c1)CCN3C(=O)CC2)Nc1cccc(Br)c1
 : -5%	.	45µM*	?	-2	1%	-4%	-1%	0.6
[12] Cc1ccc(C(=O)NCc2cccc(C(F)(F)F)c2)cc1S(=O)(=O)N1CCCCC1
 : 3%	-6	-17%	-10%	-1	6%	1%	-4%	-0.6
[13] CCN(c1ccc(NS(=O)(=O)c2cc(Cl)ccc2Cl)cc1)C(C)C
 : -3%	22	-19%	-15%	5	0%	-11%	10%	-1.7
[14] CCN(CC)S(=O)(=O)c1ccc(-c2nnc(SCC(=O)Nc3nc(C)cs3)o2)cc1
 : -2%	7	6%	6%	-2	.	-1%	-1%	0.6
[15] c1ccc(CN2CCN(C(c3ccccc3)c3ccccc3)CC2)cc1
 : ?	0	?	-7%	-12	0%	0%	-5%	-0.4
[16] COC(=O)C[N+](C)(C)CC#Cc1ccccc1
 : -23%	2	-9%	-5%	-5	4%	-4%	-4%	2.6
[17] Cc1ccc(S(=O)(=O)N(CCC(=O)Nc2ccc(OC(F)(F)F)cc2)c2ccccc2)cc1
 : -14%	-6	?	1%	3	7%	-7%	-3%	0.9
[18] CCOc1ccccc1-n1c(=S)sc2c(=O)n(-c3ccccc3)c(=S)[nH]c21
 : -6%	-5	-21%	?	-1	5%	-7%	0%	-0.4
[19] C/C(=N\Nc1cc(C)nc(-c2ccccc2)n1)c1cccc([N+](=O)[O-])c1
 : 5%	-4	-2%	22%	-17	3%	0%	-4%	-0.6
[20] O=C(C1CCN(c2nnc(N3CCCC3=O)s2)CC1)N1CCN(c2cccc(C(F)(F)F)c2)CC1
 : -2%	-9	1%	0%[56.9 µM]	-1	4%	5%	-3%	0.3

Entries of single compounds, quoted from the list:
COCCn1c(SCC(=O)Nc2cc(C)on2)nnc1-c1c[nH]c2ccccc12 as listed: Vif-APOBEC3F blk = -4%; D2 antag = -12; ALOX12 inh = 34%[activator]; RGS4 inhibitor = -2%; LDHA block = -7; ERG Ets-DNA blk = -4%; Vif-A3G inh = -4%; GRP78 ERSR act = -3%; D2 ag = 0.1
CCN(c1ccc(NS(=O)(=O)c2cc(Cl)ccc2Cl)cc1)C(C)C as listed: Vif-APOBEC3F blk = -3%; D2 antag = 22; ALOX12 inh = -19%; RGS4 inhibitor = -15%; LDHA block = 5; ERG Ets-DNA blk = 0%; Vif-A3G inh = -11%; GRP78 ERSR act = 10%; D2 ag = -1.7

New compounds follow
Results follow in this order: Vif-APOBEC3F blk	D2 antag	ALOX12 inh	RGS4 inhibitor	LDHA block	ERG Ets-DNA blk	Vif-A3G inh	GRP78 ERSR act	D2 ag
[21] CN(C(=O)c1ccc(NC(=O)Cc2cccc(NC(=O)C3CCCN(S(=O)(=O)c4cccc([N+](=O)[O-])c4)C3)c2)cc1)C1CC1 (centres undefined)
 : 0%	.	-8%	1%	-20	0%	2%	1%	.
[22] COc1ccc(N(Cc2cccs2)C(=O)COc2ccc(C(C)C)cc2)cc1
 : -4%	.	-18%	3%	6	0%	0%	-3%	0.7
[23] COCCn1c(SCC(=O)NC2CCCCC2)nc2c(c1=O)SCC2
 : -6%	-9	-2%&41%	-24%	-2&0	6%	-3%	6%	-0.3
[24] COc1ccc(CCNc2cc(C)nc(N)n2)cc1OC
 : 4%	12	0%	4%	1	1%	1%	-3%	6.3
[25] CC1CCCC(C)N1NC(=S)Nc1ccc(OC(F)F)cc1 (centres undefined)
 : -1%	1	?	-37%	-3	-4%	-7%	-4%	-2.1
[26] CC1CCCC(C)N1C(=C(Cl)Cl)C(=C1SCCS1)[N+](=O)[O-] (centres undefined)
 : -14%	2	-3%	-11%	1	5%	-8%	-3%	1.6
[27] Cc1c(Cl)cnc(NC(=O)COC(=O)c2cccc(S(=O)(=O)N3c4ccccc4CC3C)c2)c1Cl (centres undefined)
 : -21%	-4	-2%	-33%	3	10%	-5%	-3%	0.4
[28] NC(=S)NN=Cc1nccc2c(C(F)(F)C(F)(F)C(F)(F)F)cccc12
 : ?	.	?	.	0	.	-15%	-6%	.
[29] Cc1cccc(CCNC(=O)c2cc3ccccn3n2)c1
 : -2%	.	-23%	-3%	-13	1%	4%	0%	-0.6
[30] Cc1ccc(S(=O)(=O)n2nc(-c3ccco3)nc2SCc2ccccc2)cc1
 : -13%	-4	?	7%	-2	-7%	-1%	4%	0.4
[31] Cc1ccccc1NC(=O)c1cccc(S(C)(=O)=O)c1
 : -7%	2	3%	8%	-5	-6%	-4%	-1%	1.7
[32] Cc1ccccc1Cn1nc(C)c(NC(=O)c2cc3nc(-c4ccco4)cc(C(F)(F)F)n3n2)c1C
 : -9%	9	0%	-1%	1	0%	4%	-8%	1.7
[33] CN(C)C(=O)CSc1nnc(Cc2ccccc2)n1Cc1ccco1
 : 1%	18	28%	2%[56.9 µM]	3	1%	0%	-8%	1.2
[34] OC1CCCN(Cc2cn(Cc3ccccc3)nc2-c2cc3ccccc3o2)C1 (centres undefined)
 : 9%	-8	0%	7%	-4	2%	3%	-4%	1.1
[35] Cc1c(C(=O)NCc2ccc(OC(C)C)cc2)sc2ncnc(N(C)C3CCCCC3)c12
 : -5%	.	-19%	-1%	1	-5%	5%	-3%	.
[36] CCN(CC)C(=O)Cn1cc(C(=O)C(=O)NCCc2ccccc2)c2ccccc21
 : -9%	19	-5%	9%[11.4 µM]	-3	-1%	-11%	-4%	-0.6
[37] O=C(c1cc(F)ccc1F)C1CCCN(C(=O)c2ccco2)C1 (centres undefined)
 : 1%	-1	-2%	7%	-8	-3%	0%	-3%	-0.4
[38] Cc1ccc(C)c(NC(=O)CN(C)C(=O)CC2OC(=O)c3ccccc32)c1 (centres undefined)
 : -21%	.	-2%	11%	-1	5%	-2%	-2%	.
[39] CCC(C)(C)c1ccc(OCCCC[n+]2cccc(C)c2)c(C(C)(C)CC)c1
 : 3%	5	?	3%	-3	6%	2%	-15%	3.2
[40] NNc1nccc(Nc2ccccc2C(=O)O)n1
 : 4%	-4	2%	-5%	2	5%	0%	-5%	-1.7
[41] Cc1ccc2[nH]cc(C(=O)CN3CCC4(CC3)OCCO4)c2c1
 : 1%	-31	81%[activator]	35%	3	8%	1%	4%	-1.1
[42] COc1ccc(OCC(=O)N/N=C(\C)c2ccc(-n3ccnc3)cc2)cc1
 : -1%	26	-4%	-12%	-8	.	0%	-4%	-0.1
[43] Cc1ccc(C)c(-n2c(-c3csc(C)c3)n[nH]c2=S)c1
 : -10%	.	?	-25%	-7	1%	3%	-4%	.
[44] O=c1[nH]c(=O)n(Cc2ccco2)c2c1C(C(F)(F)F)(C(F)(F)F)N=C(CCc1ccccc1)N2
 : 1%	-16	?	4%	-5	-17%	-6%	-3%	-0.4
[45] CC(C)O/N=C1\C(=O)N(c2ccccc2)c2ccccc21
 : -22%	2	?	-8%	-3	14%	2%	-1%	1.5
[46] NNc1nc(Nc2ccccc2)nc(N2CCCCC2)n1
 : -9%	-2	1%	-27%	0	.	-14%	5%	-0.3
[47] CC(C)(C)c1nc2ccc([N+](=O)[O-])cc2[nH]1
 : 9%	-10	-11%	-4%	-1	-6%	4%	-2%	-0.7
[48] Cc1ccc(S(=O)(=O)N2CCN(C(=O)c3ccc(N4CCCC4)c([N+](=O)[O-])c3)CC2)cc1
 : 5%	14	-17%	11%	-4	-8%	-1%	-4%	0.1
[49] COc1ccc(NC(=O)Cn2c(=O)n(CCC(=O)NCCc3ccc(OC)c(OC)c3)c(=O)c3ccccc32)cc1Cl
 : 0%	.	0%	10%	-7	0%	-3%	-1%	-1.0
